From PubChem
RMI-FANCM inh – disruptors of RMI1/RMI2 association with MM2 peptide – biochemical, fluorescence polarization, human, primary screen. RMI core complex (RMI1/RMI2) binding to FANCM MM2 peptide, human. RMI core complex with F-MM2 peptide; active compounds read low. FP signal (polarization) at 33 µM. 70,000 compounds, 0.58% hits; in the data active means FP signal below about 40; further: inactives centre near 61; strong numbers were not always called active; unit not given here
* hit, by the source's call. Only part of the results is shown (hit frequency here may not be typical).

SMILES	RMI-FANCM inh
Cc1nc2ccc([N+](=O)[O-])cc2nc1C	57
O=C(CSc1ccc(NC(=O)c2cccs2)nn1)c1ccc(Cl)cc1	83
Cn1cnnc1SCc1cc(=O)c(OCC(=O)N2CCCc3ccccc32)co1	55
CC(=O)c1ccc(NC(=O)CSc2nc3c(-c4ccccc4)c[nH]c3c(=O)n2C)cc1	104
COc1ccc(NC(=O)C(=O)NCC2CCN(C(C)C)CC2)c(OC)c1	77
CN1CCN(C(c2ccncc2)c2ccc3cccnc3c2O)CC1 (stereo not given)	60
CCCN(CCC)S(=O)(=O)c1ccc2cc(OC)ccc2c1	64
O=C(Cc1csc(Nc2ccc(F)cc2)n1)NCC1CCCO1 (stereo not given)	63
C=CCN1C(=O)C(C)(C)COc2cc(NC(=O)Cc3cccs3)ccc21	69
COc1ccc(S(=O)(=O)N2CCC(C(=O)Nc3cc(C)nn3C)CC2)cc1	67
O=C(CC1CSc2nc3c(cnn3-c3cccc(Cl)c3)c(=O)n21)N1CCOCC1 (stereo not given)	67
COc1ccc2nc(-c3ccc(NC(=O)COc4ccccc4)cc3)cn2n1	66
COc1ccc(/C=C2\SC(=S)NC2=O)cc1	52
Cc1ccccc1Cn1c(N2CCN(CCc3ccccc3)CC2)nc2c1c(=O)[nH]c(=O)n2C	54
CC(C)n1c(=O)oc(=O)c2cc(Br)ccc21	54
CCOc1ccc(NC(=O)N2CCN(c3ccc4nnc(C5CC5)n4n3)CC2)cc1	68
COc1ccc(S(=O)(=O)CCC(=O)Nc2nc3ccc4nc(C)sc4c3s2)cc1	64
Clc1nc2c(Br)cccc2s1	56
COCCCNC(=S)NNC(=O)CC#N	60
O=c1cc(CN2CCN(c3ccc(F)cc3)CC2)occ1OCc1cccc([N+](=O)[O-])c1	59
C=Cc1ccc(COC(=O)c2nnn(-c3ccc(Cl)cc3)c2C)cc1	76
CC(C)C(=O)Nc1ccc(C(=O)NCCNC(=O)c2ccc(Cl)cc2)cc1	77
O=C(CSc1nc(-c2cccc([N+](=O)[O-])c2)cs1)NCCc1ccccc1	77
O=S(=O)(NCC1COc2ccccc2O1)c1cccs1 (stereo not given)	54
O=C(c1ccc(F)c(F)c1)N1CCN(c2ccc(-c3ccc(F)cc3)nn2)CC1	73
(more compounds)
SMILES	RMI-FANCM inh
CC(=O)O/N=C(/C)c1nccs1	54
COc1ccc(-n2nnc(C(=O)OCc3cccc(OC)c3)c2C)cc1	63
Fc1cc(F)c2nc(N3CCc4ccccc4C3)sc2c1	64
O=C(NCc1c(-c2ccc(F)cc2)nc2n1CCS2)c1ccc(Br)cc1	54
COc1ccc(OC)c(-c2ccc(=O)n(Cc3ccc([N+](=O)[O-])cc3)n2)c1	55
CCOC1=NC(C(F)(F)F)(C(F)(F)F)N=C(N2CCOCC2)O1	62
COC(=O)c1ccc2nc(Nc3nc4c(F)cc(F)cc4s3)sc2c1	63
O=C1CNc2cc(C(=O)O)ccc2N1	53
Cc1ccc(-c2ccc(=O)n(CCCNC(=O)C(C)Oc3ccccc3F)n2)cc1 (stereo not given)	66
Cc1noc(C)c1CSc1nc2c(c(-c3ccccc3)c1C#N)C(=O)CC(C)(C)C2	61
CC(=O)Nc1ccc(SCCCC(=O)Nc2ncc([N+](=O)[O-])s2)nn1	70
O=C(NCC1(c2cccs2)CCCC1)c1cc2ccccc2oc1=O	68
O=C(O)C=Cc1ccc(O)c(O)c1	60
Cc1ccc(NC(=O)CCc2ccc(C)o2)c(Br)c1	67
Cc1cc(=O)[nH]c(-n2nc(C)c(CCC(=O)Nc3ncccc3C)c2C)n1	64
COc1cc(OC)c(NC(=O)Cn2cnc3c(-c4ccccc4)csc3c2=O)cc1Cl	115
Cc1ccc(C)c(CN2C(=O)N(Cc3ccc(F)cc3)S(=O)(=O)c3ccccc32)c1	64
CCOC(=O)N1CCc2c(sc(NC(=O)c3ccccc3F)c2C(N)=O)C1	72
CSc1ccc(Cc2nnc(NC(=O)/C=C/c3cccs3)o2)cc1	58
COCCNC(=O)C(=O)NCCc1ccc(N2CCCC2)cc1	72
Cn1nnc2c(NCc3ccc(Cl)cc3)ncnc21	56
O=C(Nc1nc(CC(=O)N2CCN(C(=O)c3ccco3)CC2)cs1)c1ccc(=O)[nH]c1	61
COc1cc(OC)c(NC(=O)/C=C/C(=O)O)cc1Cl	52
O=C(NCc1ccc2c(c1)CCO2)C1=Cc2ccccc2OC1	56
Cc1ccc(CSC2=NCCN2C(=O)c2cccs2)cc1	66
The list continues:
SMILES	RMI-FANCM inh
Cc1cc(C(=O)/C(C#N)=N\Nc2cccc(Cl)c2)n(C(C)(C)C)n1	53
Cc1ccc(C(=O)COC(=O)c2sc(-c3ccccc3)nc2C)cc1	64
CCN1C(=O)C=CC1=O	57
N#C/C(=C\c1sccc1Oc1ccccc1)S(=O)(=O)c1ccc(C(F)(F)F)cn1	80
CC(C)CC(=O)NCCn1ncc2c(N3CCN(Cc4ccccc4)CC3)ncnc21	66
C=CCn1cnc2sc3c(c2c1=O)CCC(C)C3 (stereo not given)	54
Cc1coc2ccccc2c1=O	63
O=C(O)CCc1csc(NC(=O)Nc2ccccc2)n1	68
Cc1ccc(S(=O)(=O)n2ccn(CC(=O)NCCc3ccccc3)c2=O)cc1	55
CCCS(=O)(=O)NC1CC(=O)N(c2ccc3c(c2)OCCO3)C1 (stereo not given)	57
O=C(/C=C/c1ccc(Br)o1)/C=C/c1ccc(Br)o1	62
C#CCn1c(=NC(=O)c2ccc(C#N)cc2)sc2cccc(F)c21	83
COc1cc(C(=O)N2CCOC(c3ccccc3)C2)cc(OC)c1OC (stereo not given)	59
C=c1c(=C2NNC(=Nc3ccc(C(=O)OCC)cc3)S2)sc2nc3n(c(=O)c12)CCC3	61
Cc1ccc(S(=O)(=O)N2CCCc3cc(NS(=O)(=O)c4ccc5c(c4)CCCC5)ccc32)cc1	63
Cn1c(-c2ccc(Cl)cc2)cnc1SCC(=O)NCc1ccco1	56
COCC(=O)N1CCCc2ccc(NS(=O)(=O)c3ccc(F)cc3C)cc21	77
CCCS(=O)(=O)NCCn1ncc2c(NCCc3ccccc3)ncnc21	60
O=C(Nc1cccc(F)c1)c1ccc(CSc2ccccc2)o1	73
Cc1ccc(CSc2nnc(C)c(=O)[nH]2)cc1	55
CCCN(CC1CC1)c1nc(C)nc(Nc2c(Cl)cc(Cl)cc2Cl)c1Cl	62
COc1cccc(CSc2nccn(-c3ccc(F)cc3)c2=O)c1	63
CC(C)(C)n1ncc2c(=O)n(CCC(=O)N3CCc4ccccc4C3)cnc21	74
COc1nn(C)cc1C(=O)NCc1cccs1	52
O=C(CSc1nccn2nc(-c3ccccc3)cc12)Nc1ccccc1	110
Carrying on.
SMILES	RMI-FANCM inh
CS(=O)(=O)c1ccccc1-c1nnc(NC(=O)CCSc2ccc(Cl)cc2)o1	57
COc1cc(Nc2c(C#N)cnc3ccc(Cl)cc23)cc(OC)c1OC	64
CCOc1cc(-c2nnc(NC(=O)c3ccc(C(C)(C)C)cc3)o2)cc(OCC)c1OCC	61
CN1CCN(C(CNC(=O)C(=O)NCc2ccccc2Cl)c2ccsc2)CC1 (stereo not given)	62
NS(=O)(=O)c1ccc(CNS(=O)(=O)c2cccc3nonc23)cc1	39
O=c1cccnn1CCNS(=O)(=O)c1ccccc1F	62
CC(C)CN1C(=O)C(C)(C)COc2cc(NC(=O)c3ccc4c(c3)OCO4)ccc21	69
COc1cccc(CCNC(=O)CC2CCCCN2S(=O)(=O)c2ccccc2)c1 (stereo not given)	71
O=C(CSc1ccc2ccccc2n1)Nc1ccc2c(c1)OCCO2	91
O=C(NCCCN=Cc1ccccc1O)c1c(F)cccc1F	47
CCn1nccc1C(=O)Nc1nc(-c2cccc3ccccc23)cs1	65
O=C(O)c1ccc2c(c1)NC(=O)C(CSCc1ccccc1Cl)N2 (stereo not given)	66
COC(=O)/C=C1/OC(c2ccc(Cl)cc2)=CC1=O	58
CCOC(=O)c1nn(-c2ccc(Cl)cc2)c2nc3ccccc3n12	56
O=C(CCCSc1ccc(NC(=O)c2ccco2)nn1)NCc1ccccn1	62
COc1ccccc1CNC(=O)CC1CCCCN1S(=O)(=O)c1ccc(F)cc1 (stereo not given)	67
CCOc1ccc(-c2cccc(NC(=O)COc3ccc(Cl)cc3)c2)nn1	70
Cc1cc(NC(=O)C2CCN(C(=O)OCc3ccccc3)CC2)n(C)n1	55
Nc1c(C(=O)N2CCCC2)sc(=S)n1Cc1ccccc1	64
COCCn1c(=NC(=O)c2ccc([N+](=O)[O-])cc2)sc2cc(NC(C)=O)ccc21	75
O=C(c1cccs1)N1CCc2ccc(NS(=O)(=O)c3ccccc3Cl)cc21	75
COC(=O)c1c(C)oc(C)c1S(=O)(=O)Nc1c(-c2ccccc2)c(C(F)(F)F)nn1C	52
O=C1/C(=C/c2cccnc2)SC(=S)N1c1ccccc1F	61
COc1ccc(S(=O)(=O)Cc2nc(-c3ccccc3Cl)no2)cc1	63
CC(C)C(=O)N1CCc2ccc(NS(=O)(=O)c3cccc(Cl)c3)cc2C1	66

Rewritten comma-delimited: part of the list above.
mol,RMI-FANCM inh
O=C(NCCCN=Cc1ccccc1O)c1c(F)cccc1F,47
COc1cccc(CCNC(=O)CC2CCCCN2S(=O)(=O)c2ccccc2)c1 (stereo not given),71

The list continues:
SMILES	RMI-FANCM inh
N#Cc1c(N)nc(SCC(N)=O)c(C#N)c1-c1ccc(Cl)cc1	67
Cc1noc(C)c1S(=O)(=O)Nc1ccccc1	49
Cc1cc(=O)c(OCc2ccccc2F)cn1CC(=O)N(C)c1ccccc1	57
Cc1ccc(C(=O)N/C(=C/c2ccc([N+](=O)[O-])cc2)C(=O)NCc2ccco2)cc1	57
N#Cc1cc([N+](=O)[O-])ccc1Sc1ccccc1	49
COc1ccc2cc(Br)ccc2c1CC(=O)Nc1cc(C)ccn1	64
Cc1cc(NC(=O)c2ccc([N+](=O)[O-])s2)n(-c2nc3c(F)cccc3s2)n1	62
Cn1c2ccccc2c(=O)c2c(=O)n(Cc3ccco3)c(-c3cccc([N+](=O)[O-])c3)nc21	62
CC(C)=NNC(=O)Cc1nc2ccccc2[nH]1	57
CSCc1csc(NC(=O)Cc2cccc(C)c2)n1	56
Cc1cc(C)c(NC(=O)C(=O)NCC2CCN(Cc3ccccc3)CC2)c(C)c1	72
O=C(Cn1cc(S(=O)(=O)c2ccccc2)c2ccccc21)NCc1ccc2c(c1)OCO2	60
CSc1sc(-c2ccccc2)c2[nH]c(=O)c(-c3ccccc3)n[n+]12	58
N#Cc1c(NC(=O)C2CCCN2S(=O)(=O)c2cccs2)sc2c1CCCCC2 (stereo not given)	65
Cc1nn(C(=O)CNS(=O)(=O)c2ccccc2)c(C)c1Sc1ccc(Cl)cc1	63
CNC(=O)c1ccc(Cn2c(=O)c3cc(OC)c(OC)cc3n(Cc3cccc(C)c3)c2=O)cc1	61
COc1ccc(C2=C(C(C)=O)C(C)=NC(=S)C2C#N)cc1 (stereo not given)	57
Cc1c(-c2cccc(NC(=O)/C=C\c3ccccc3)c2)nc2ncccn12	65
O=C(NCCn1ncc2c(=O)n(Cc3ccc(Br)cc3)cnc21)c1ccco1	69
O=S(=O)(Nc1cccc2ccccc12)c1ccc(Cl)cc1	57
Cc1onc(-c2c(F)cccc2Cl)c1-c1nc(-c2ccccn2)no1	59
COc1cc(C(=O)Nc2cc(C)c(O)cc2C)cc(OC)c1OC	61
CCOc1ccc(NC(=O)c2cc(=O)c(OCC)co2)cc1	63
COCCn1c(=NC(=O)C2CCCCC2)sc2cc(C)ccc21	74
O=C(N[C@H](CO)[C@H](O)c1ccc([N+](=O)[O-])cc1)C(Cl)Cl	59

Random excerpt: 14 compounds from above, in no set order.
SMILES	RMI-FANCM inh
CCOc1ccc(NC(=O)c2cc(=O)c(OCC)co2)cc1	63
Cc1cc(=O)c(OCc2ccccc2F)cn1CC(=O)N(C)c1ccccc1	57
O=S(=O)(Nc1cccc2ccccc12)c1ccc(Cl)cc1	57
Cc1noc(C)c1S(=O)(=O)Nc1ccccc1	49
N#Cc1cc([N+](=O)[O-])ccc1Sc1ccccc1	49
CSc1sc(-c2ccccc2)c2[nH]c(=O)c(-c3ccccc3)n[n+]12	58
N#Cc1c(NC(=O)C2CCCN2S(=O)(=O)c2cccs2)sc2c1CCCCC2 (stereo not given)	65
CC(C)=NNC(=O)Cc1nc2ccccc2[nH]1	57
COc1ccc(C2=C(C(C)=O)C(C)=NC(=S)C2C#N)cc1 (stereo not given)	57
O=C(Cn1cc(S(=O)(=O)c2ccccc2)c2ccccc21)NCc1ccc2c(c1)OCO2	60
COc1cc(C(=O)Nc2cc(C)c(O)cc2C)cc(OC)c1OC	61
CNC(=O)c1ccc(Cn2c(=O)c3cc(OC)c(OC)cc3n(Cc3cccc(C)c3)c2=O)cc1	61
Cc1nn(C(=O)CNS(=O)(=O)c2ccccc2)c(C)c1Sc1ccc(Cl)cc1	63
COc1ccc2cc(Br)ccc2c1CC(=O)Nc1cc(C)ccn1	64

Continued:
SMILES	RMI-FANCM inh
NC(=O)c1ccc[n+](CC(=O)c2ccc(Cl)c(Cl)c2)c1	62
COC(=O)c1ccc(Nc2nnc(C(C)(C)C)c(=O)n2N)cc1	58
CCOC(=O)c1c(NC(=O)c2ccc(N3C(=O)CCC3=O)cc2)sc(C)c1C	77
COc1c2ccoc2nc2c(OC)c(OC[C@@H](O)C(C)(C)O)ccc12	55
COc1ccccc1Nc1nc2c(C)cccn2c(=O)c1C=O	58
CC1(C)CC(=O)c2c(nc(SCC(=O)c3ccc(Cl)c(Cl)c3)c(C#N)c2-c2ccccc2)C1	131
Cc1ccc(Cc2nnc(NC(=O)c3cc(C)no3)o2)cc1	64
O=C(NCC(c1ccco1)S(=O)(=O)c1ccc(F)cc1)c1cccs1 (stereo not given)	52
Cn1c(N)c(Br)c(=O)[nH]c1=O	66
COc1ccc(CCNC(=O)CS(=O)(=O)c2cccs2)cc1OC	65
COc1ccc(-n2c(-c3ccccc3)csc2=S)cc1	60
C=C1CCC(=O)C(C)CCC2C1CC2(C)C (stereo not given)	67
